High-throughput results from PubChem.
HSP90 inh – blocks HSP90-mediated luciferase refolding in reticulocyte lysate. actives 0.91% (n = 290,000). inhibition, % at 5.6 µM. Rabbit reticulocyte lysate, luciferase refolding luminescence, 3 h. AID 1789;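 active means inhibition above the screen-wide mean plus 3 SD, computed separately per campaign, cut at about 16% in these data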;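 further: 0% = DMSO wells and 100% = 60 µM geldanamycin wells; inhibitors lower the luminescence because luciferase stays unfolded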
aSyn UTR inh – MLPCN primary screen, SNCA 5' untranslated region; alpha-synuclein 5'UTR reporter, inhibitor activity; inhibition, % (tested at 7.5 µM); actives 0.82% (n = 300,000); AID 1813; in the data active means inhibition above about 60%;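 further: H4 neuroglioblastoma cells stably carrying SNCA 5'UTR luciferase fusion; 0% = DMSO wells and 100% = positive control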
GSK3B inh – human GSK3beta kinase inhibition | GST-GSK3beta kinase, ADP-Glo luminescence, 60 min; stronger effect = lower value | AID 2097 | actives 0.038% (n = 300,000) | activity score (negative = inhibition), % at 10 µM;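 active means more than half of replicate wells score below -50%, meaning over 50% inhibition versus plate controls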;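 further: 0% = median DMSO wells and -100% = median GW8510 positive control wells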
Target sequence (P49841 whole entry, looked up): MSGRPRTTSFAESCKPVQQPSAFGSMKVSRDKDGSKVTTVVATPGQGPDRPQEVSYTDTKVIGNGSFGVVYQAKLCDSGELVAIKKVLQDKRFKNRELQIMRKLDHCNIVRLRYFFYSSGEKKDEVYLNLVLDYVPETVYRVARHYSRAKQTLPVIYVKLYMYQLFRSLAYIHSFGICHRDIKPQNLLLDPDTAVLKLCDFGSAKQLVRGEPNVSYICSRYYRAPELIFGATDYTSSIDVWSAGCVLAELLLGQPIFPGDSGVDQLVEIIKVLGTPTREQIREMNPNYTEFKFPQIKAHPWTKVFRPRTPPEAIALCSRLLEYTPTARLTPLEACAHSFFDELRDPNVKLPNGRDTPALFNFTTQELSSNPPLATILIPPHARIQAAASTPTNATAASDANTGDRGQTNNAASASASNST
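Assay system: GST-fused GSK3beta enzyme, cell-free / Medium: Tris pH 7.5 buffer with MgCl2, DTT, BSA, heparin / Also added: peptide substrate plus 25 µM ATP (final) / Compound: 10 µM single point / Timing: kinase reaction with compound 60 min at room temperature / Detection: ADP-Glo luminescence / Benchmarks: DMSO neutral wells and GW8510 at 20 µM as positive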
GSK3A inh – human GSK-3 alpha kinase inhibition; P49840; ADP-Glo luminescence, 60 min; inhibition, % at 10 µM; actives 0.1% (n = 320,000); AID 2650;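 in the data active means inhibition above about 50%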;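 further: GST-tagged GSK-3 alpha with peptide substrate and 25 µM ATP; 0% = DMSO neutral wells and 100% = GW8510 positive control wells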
Target sequence (P49840 whole entry, looked up): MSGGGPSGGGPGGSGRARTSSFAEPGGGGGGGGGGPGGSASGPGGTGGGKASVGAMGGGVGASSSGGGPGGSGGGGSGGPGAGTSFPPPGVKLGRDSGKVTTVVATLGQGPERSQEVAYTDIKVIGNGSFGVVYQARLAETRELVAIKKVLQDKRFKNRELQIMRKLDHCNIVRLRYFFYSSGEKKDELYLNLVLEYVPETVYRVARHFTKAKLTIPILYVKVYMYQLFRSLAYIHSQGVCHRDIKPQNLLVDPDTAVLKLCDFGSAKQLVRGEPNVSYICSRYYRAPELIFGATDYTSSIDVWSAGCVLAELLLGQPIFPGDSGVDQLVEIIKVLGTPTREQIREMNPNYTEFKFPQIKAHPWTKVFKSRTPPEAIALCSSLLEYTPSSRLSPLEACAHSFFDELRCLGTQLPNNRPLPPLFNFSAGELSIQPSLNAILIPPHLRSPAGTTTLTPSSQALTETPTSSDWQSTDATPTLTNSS
PolyA inhibitor – yeast polyadenylation inhibition; S. cerevisiae SKY197-pL101 polyadenylation reporter, beta-gal luminescence; efflux-impaired pdr1/pdr3 knockout yeast; score 100 = 6 SD above DMSO; calls only at 12 µM; actives 0.02% (n = 300,000);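 active means lowest replicate activity score at least 50, where 100 means six control SD above control mean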;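 further: yeast exposed to compound for 9 h at 30 °C; higher score means more reporter readthrough which indicates perturbed polyadenylation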
KLF5 inh – suppresses KLF5 promoter-driven expression; DLD-1 KLF5 promoter-luciferase reporter, luminescence; inhibition, % at 5 µM; actives 0.23% (n = 290,000); AID 1700;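 active means inhibition above a per-plate limit of that plate's mean compound inhibition plus 3 SD, cut at about 60% in these data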;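 further: 0% = DMSO wells and 100% = LY294002 at 200 µM; higher means less KLF5 promoter-driven luciferase light; inactives centre near -14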
HSF1 inhib – HSF1 inhibition | AID 2098 | activity change, negative = inhibition, % at 7.5 µM (by protocol) | NIH3T3-HGL HSE-luciferase, MG132-induced, luminescence 8 h; stronger effect = lower value | actives 0.77% (n = 300,000);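 active means more than half of replicate wells show activity change below -50%, luminescence cut by over half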;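 further: luciferase reports HSF-1 transcriptional activity via heat shock element; 0% = median of DMSO wells and -100% = zero luminescence signal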
HSF1 activator – increases HSF-1 driven luciferase reporter signal | NIH3T3-HGL HSF-1 luciferase reporter, MG132, 8 h; 100% = twice DMSO control signal | activation, % at 9 µM | actives 1.7% (n = 300,000) | AID 504408;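 active means mean replicate activation of at least 50% with a set share of replicates each reaching 50%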;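 further: 0% = median of the neutral control wells and 100% = twice that signal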
IEC-6 tox – kills IEC-6 intestinal cells in KLF5 counter-screen; inhibition, % at 5 µM; actives 0.78% (n = 290,000); AID 1825; IEC-6 cytotoxicity, luminescence viability; in the data active means inhibition above about 22%;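 further: 0% = plate median of test compound wells and 100% = cytotoxic reference compound wells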
AI-2 QS modul – modulators of Vibrio harveyi AI-2 quorum sensing system; Vibrio harveyi JMH597 AI-2 luminescence/OD600 ratio, 9 h; stronger effect = lower value; strain lacks LuxN and CqsS sensors; 0 = neutral-control median; activity change, % at 7.5 µM; actives 0.4% (n = 300,000); in the data active means activity change below about -75%, passing the limit was not always enough;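 further: luminescence divided by OD600 gain over 9 h not by final OD600 alone; inactives centre near 13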
Starred values were filed as active, the others as inactive; i = inactive; / = no result given; & = joins results of further samples. This is a subset; the hit share may differ from the screen's.

mol,HSP90 inh,aSyn UTR inh,GSK3B inh,GSK3A inh,PolyA inhibitor,KLF5 inh,HSF1 inhib,HSF1 activator,IEC-6 tox,AI-2 QS modul
O=C(c1ccc(C(=O)N2CCCCCC2)cc1)N1CCCCCC1,-1,11,6,-5,i,-6,-8,16,-3,-20
O=C(CSc1nnc(C2CC2)n1-c1ccccc1)Nc1ccc(N2CCOCC2)cc1,4,5,0,0,i,-28,-4,-6,10,55
O=C(Nc1ccc2c(c1)OCCO2)c1cccc(S(=O)(=O)N2CCCCC2)c1,2,-43,1,2,i,-84,-13,14,-1,17
CN(C)CCCN(Cc1cc2cc3c(cc2[nH]c1=O)OCO3)C(=S)Nc1cccc(Cl)c1,-1,-45,3,10,i,-24,2,5,0,0
CCC(Cc1ccccc1)NS(=O)(=O)c1c(C)nc2scc(C)n2c1=O (stereo unspecified),-4,-16,2,-18,i,-46,-10,-3,-8,11
CC(C)[C@H](NC(=O)c1ccccc1)C(=O)OCC(=O)N1CCc2ccccc2C1,1,9,0,1,i,-6,-7,8,3,-2
CC(C)N(C(=O)Cn1c(SCC(=O)NC2CC2)nc2ccccc21)C(C)C,-3,-12,1,2,i,-29,-1,1,3,32
COc1ccc(CN2CCNC(=O)C2CC(=O)NCC2CCOCC2)c(F)c1 (stereo unspecified),-6,-10,3,-3,i,-11,0,-12,1,15
Cc1ccc(CSc2nnc(-c3cccnc3)n2N)cc1,-4,6,-2,-2,i,-8,-5,5,-5,-90*
C/C(=N\NC(=O)NC1CCCCC1)c1ccc(OC(F)F)cc1OC(F)F,8,14,1,-1,i,6,-4,1,8,20
COc1ccc(CCNC(=S)NC2CCN(Cc3ccccc3)CC2)cc1,3,12,1,0,i,-8,-5,7,-7,32
COCCn1c(C)cc(C(=O)COC(=O)c2ccc(-n3nc(C)cc3C)cc2)c1C,3,7,0,0,i,-20,14,60*,-8,15
COc1ccc(OCC(O)CN2CCN(c3ccc(OC)cc3)CC2)cc1 (stereo unspecified),0,2,2,-2,i,-10,-2,4,0,7
CCCOC(=O)CN1C(=O)c2ccccc2C1=O,3,4,-1,/,i,-24,14,27,5,1
O=C(NCc1ccccc1)C1=C[C@@H](c2ccc(C(F)(F)F)cc2)C[C@@H](OCCCCO)O1,/,-14,-3,-2,i,/,14,-1,/,12
COc1ccccc1OCc1ccc(C(=O)N2N=C(C(F)F)CC2(O)C(F)F)o1 (stereo unspecified),2,-16,-5,-4,i,-4,3,-13,5,27
Cc1c(C)c2cc3c(C)coc3cc2oc1=O,4,-41,0,-1,i,-30,-2,-7,-5,8
CCc1ccc(-c2cc(C(=O)Nn3cnnc3)c3ccccc3n2)cc1,30*,74*,2,2,i,55,-24,-33,5,46
O=[N+]([O-])c1ccc(Sc2cc[n+]([O-])c3ccccc23)c([N+](=O)[O-])c1,-2,-19,-6,-2,i,-61,26,45,-4,25
Nc1cccc(-c2nc3ncccc3o2)c1,-3,-32,1,-2,i,-69,-9,-9,-6,15
O=C(Cc1ccc2ccccc2c1)Nc1ccccc1Br,10,4,-10,0,i,-4,5,13,-7,12
Fc1ccc(CNC(=S)NCc2ccc(F)cc2)cc1,-1,-10,-2,0,i,-11,-2,2,0,-20
CC1(C)CC2(CC(C)(C)N1)OC(=O)N1CCc3ccccc3C12C (stereo unspecified),-5,-10,1,0,i,3,-5,2,0,21
Cc1cc([N+](=O)[O-])nn1Cc1noc(C(=O)NCCc2ccccn2)n1,3,-9,3,-1,i,0,5,12,-2,12
O=C(NNC(=O)c1ccccc1O)c1ccc(-c2ccc([N+](=O)[O-])cc2)o1,/,-44,-2,-2,i,/,-1,17,/,24
Cc1ccc(C(=O)C2=C(O)C(=O)N(c3ncccn3)C2c2ccc(Br)cc2)o1 (stereo unspecified),-2,-10,0,0,i,-4,12,1,-6,-18
CS(=O)(=O)N(Cc1ccc(C(=O)NC2CCCCC2O)cc1)c1ccccc1 (stereo unspecified),-4,16,-3,-5,i,-9,0,10,-3,8
O=C(NCCCN1CCCC1)c1ccc(CSCc2cccc(Cl)c2)o1,2,-14,-1,-2,i,-10,0,-4,-1,6
O=C(c1cc2ccccc2oc1=O)N(Cc1ccco1)Cc1cccs1,4,-13,-2,-2,i,-18,14,43,-10,6
Cc1ccc(CNC(=O)Cn2nnc3ccccc3c2=O)cc1,-2,-19,1,-3,i,-36,5,9,-4,23
O=C(NCc1ccc(F)cc1)Nc1ccccc1,2,-108,-2,2,i,-81,6,14,3,-72
COc1ccc2nc(NC(=O)C3CCN(S(=O)(=O)c4cnc[nH]4)CC3)sc2c1,3,13,-14,8,i,-13,-13,-9,-4,18
CCn1c(SCC(=O)Nc2ncc(C(F)(F)F)cc2Cl)nnc1-c1cccc(C)c1,-1,19,0,-1,i,-25,4,-3,0,4
COc1ccc(CCCc2nnc(SCC(=O)Nc3nc(C)cs3)n2C)cc1,5,-3,6,1,i,-9,-4,-1,8,10
C/C(=N\NC(=O)c1cccnc1)c1ccc(-c2ccccc2)cc1,1,-93,1,0,i,-17,2,9,3,5
CCCOc1c(Br)cc(C2C3=C(CCCC3=O)N(CC)C3=C2C(=O)CCC3)cc1OC,1,-2,0,-2,i,9,3,-2,3,20
COc1ccc(CN(C)CC(O)COC(c2ccc(OC)cc2)c2ccc(OC)cc2)cc1 (stereo unspecified),-1,14,0,1,i,-1,-3,9,6,22
CN1C(C(=O)N2CCc3ccccc3C2)=CC(c2ccc(F)cc2)=NS1(=O)=O,3,18,1,1,i,2,2,3,19,2
COc1ccc(S(=O)(=O)N(CC(=O)Nc2cccnc2)c2ccccc2OC)cc1,0,18,0,5,i,-5,-1,-6,-5,20
CCc1ccc(NC(=O)CSc2nnnn2-c2cccnc2)cc1,0,-11,-2,1,i,-14,-9,0,-10,29
COC(=O)Nc1ccc(Cc2ccncc2)cc1,-1,-1,0,-3,i,-35,-7,-14,-1,-20
C=CCNC(=O)C1CC(=O)N(c2ccc(OCC(=O)Nc3ccc(C)cc3)cc2)C1 (stereo unspecified),1,9,3,1,i,-17,-10,-27,3,9
COc1ccc(C2=CSC3=NCCN23)cc1Cl,6,19,-3,-1,i,-22,4,-13,2,-8
Cc1cccc(CCNC(=O)CCS(=O)(=O)c2ccc(Br)cc2)c1,-2,6,2,-3,i,-20,11,14,-6,23
C=CCn1c(=NC(=O)c2cc(Cl)sc2Cl)sc2cc(S(N)(=O)=O)ccc21,1,-24,5,-1,i,-22,3,-4,-4,17
Cc1ccccc1OCC(=O)N(CC(C)C)c1c(N)n(CC(C)C)c(=O)[nH]c1=O,45*,23,2,16,i,54,1,-7,0,10
COc1cc(C(=O)Nc2nnc(C3CC3)s2)ccc1OCc1c(C)noc1C,1,48,0,-1,/,-28,3,8,-9,8
CC(=O)N1CCN(c2ccc(NC(=O)c3ccc([N+](=O)[O-])cc3)cc2)CC1,0,2,-6,-4,/,-11,4,9,6,5
N/C(=N\OC(=O)CC1CCCCC1)c1ccc(Cl)cc1,2,-53,3,1,i,-23,20,7,-1,38
CCCNc1nc(-c2ccccc2)c(C(=O)OCC)cc1C#N,1,94*,2,4,i,30,-7,-6,46*,27
CCOc1cc(C(=O)N/N=C\c2cn(CC)nc2C)cc(OCC)c1OCC,1,11,2,-2,i,9,-16,-17,4,24
CCN(CC)C(=O)c1ccc(Nc2nnc(C)c3ccccc23)cc1,-3,-40,4,-1,i,-23,6,15,4,8
Cc1ccc(SCCC(=O)OC(C)C(=O)Nc2ccccc2)cc1 (stereo unspecified),/,4,0,-4,i,/,2,-23,/,25
NC(=O)c1nc(-c2ccco2)nc2c1[nH]c(=O)n2-c1ccc(Cl)c(Cl)c1,0,9,-3,-4,i,-16,-2,-9,3,29
O=C(NCc1ccco1)c1ccc(C(=O)NCc2ccco2)s1,0,6,1,0,i,-31,-6,0,2,37
Clc1ccc(N2CCN(/N=C/c3cccnc3)CC2)cc1,4,-67,-4,-4,i,-7,1,9,3,15
COc1ccc(CC(=O)O/N=C(\N)c2ccccn2)cc1OC,-1,-23,2,-1,i,-25,8,42,-5,13
CCCC(=O)c1cc(F)c(N2CCN(C(=O)OCC)CC2)cc1C,-3,-3,4,-4,i,6,1,23,-5,31
COc1cccc(NC(=O)CCC2CCN(C(=O)c3c(C)noc3C)CC2)c1,2,10,-2,/,i,-30,1,-2,1,24
C(=N\n1cnnc1)/c1ccc2c(c1)OCCO2,-1,-13,-2,/,i,5,-10,-8,4,53

Other records follow.
mol,HSP90 inh,aSyn UTR inh,GSK3B inh,GSK3A inh,PolyA inhibitor,KLF5 inh,HSF1 inhib,HSF1 activator,IEC-6 tox,AI-2 QS modul
Cc1nc(Sc2cccn2C)c(C(F)(F)F)c(=O)[nH]1,4,-19,2,-1,i,-5,2,-14,3,-3
O=C(NNC1CC(=O)N(c2ccccc2)C1=O)c1ccco1 (stereo unspecified),-1,18,-2,-1,i,-9,-5,-1,2,11
COc1cc(SC)ccc1C(=O)Nc1nc(C)cc(C)n1,-5,-17,1,4,i,-54,-7,2,-3,12
CCc1nn2c(N)c(/C=C3\C=Nc4ccccc43)c(=O)nc2s1,0&0,-8&-12,0&3,-2&-3,i,-12&-62,-1&-7,14&0,-3&1,33&16
O=C(Cn1cnc2ccccc2c1=O)NCCC(=O)Nc1ccccc1C(F)(F)F,-1,-11,-2,-1,i,-12,-3,2,-2,42
CSCC[C@@H](Nc1nc(-c2ccccc2)nc2c1oc1ccccc12)C(=O)O,-4,/,14,-6,i,-24,/,/,6,15
O=C(CN1CCN(Cc2ccc3c(c2)OCO3)CC1)Nc1ccc2c(c1)OCCO2,4,4,0,/,i,-15,-20,-22,-7,9
Cc1ccc(OCC(=O)NC2=NCCS2)cc1,3,-20,2,/,/,0,1,4,-5,19
CCN1CCN(C(=S)Nc2ccc3nc4n(c(=O)c3c2)CCCCC4)CC1,0,-17,3,1,i,-8,5,-4,1,8
COc1cccc(CNc2ccc3c(c2)CCC3)c1,6,-167,0,-1,i,-11,-1,-24,0,12
O=[N+]([O-])c1ccc2nc(SCc3cn4cccnc4n3)[nH]c2c1,3,-4,0,5,i,12,-1,-4,4,5
Nc1cc(S(=O)(=O)N2CCOCC2)ccc1Oc1ccc(F)cc1,3,9,1,-8,i,-8,6,25,3,9
O=C(CCCOc1ccc(Cl)cc1Cl)N1CCCc2ccccc21,3,1,4,0,i,-33,8,28,-3,4
